# GLD-1 RNA inh: GLD-1-TGE RNA interaction inhibition (C. elegans); purified GLD-1 + fluorescein TGE RNA, fluorescence polarization; 320,000 compounds, 0.44% hits; inhibition, % at 5.96 µM; Q17339;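 active means percent inhibition above a per-plate cutoff, the plate mean of test compounds plus 3 SD, cut at about 30% in these data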;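 further: 0% = DMSO wells with GLD-1 and probe and 100% = wells lacking GLD-1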
# Target sequence (Q17339 whole entry, looked up): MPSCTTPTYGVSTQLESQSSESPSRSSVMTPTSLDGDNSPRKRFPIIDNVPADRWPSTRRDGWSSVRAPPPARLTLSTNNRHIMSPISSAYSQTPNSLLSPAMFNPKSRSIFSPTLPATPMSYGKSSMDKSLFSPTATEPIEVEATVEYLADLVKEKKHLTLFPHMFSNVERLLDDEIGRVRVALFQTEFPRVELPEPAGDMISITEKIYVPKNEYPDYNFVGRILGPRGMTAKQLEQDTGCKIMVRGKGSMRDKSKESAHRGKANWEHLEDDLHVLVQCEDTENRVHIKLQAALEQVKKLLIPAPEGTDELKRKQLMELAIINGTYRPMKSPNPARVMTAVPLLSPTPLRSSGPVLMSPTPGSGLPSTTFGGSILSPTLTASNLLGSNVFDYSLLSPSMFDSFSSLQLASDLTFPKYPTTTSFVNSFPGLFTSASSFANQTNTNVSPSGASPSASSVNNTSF
# EBNA-1 inhibitor: blocks EBNA-1 binding to DNA. 300,000 compounds, 0.34% hits. inhibition, % at 14.8 µM. EBNA-1 DNA binding, fluorescence polarization; in the data active means inhibition above about 28%
# Bcl-xL primary: blocks human Bcl-xL binding to Bim BH3 peptide; inhibition, % at 10.9 µM; AID 2129; GST-Bcl-xL / FITC-Bim BH3 peptide fluorescence polarization; 320,000 compounds, 0.7% hits;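 active means inhibition above the mean of all tested compounds plus 3 SD, cutoff set per campaign, cut at about 30% in these data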;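 further: 0% = DMSO wells and 100% = unlabeled Bim-BH3 peptide competitor; inhibitors lower millipolarization by displacing the labeled peptide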
# MCL1-BIM inh: inhibitors of human MCL1 binding to BIM-BH3 peptide | Q07820 | GST-MCL1 / FITC-Bim-BH3 fluorescence polarization | inhibition, % at 10.9 µM | 320,000 compounds, 0.68% hits | AID 2057;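 active means inhibition above the mean inhibition of all tested compounds plus 3 SD, set per campaign, cut at about 40% in these data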;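 further: 0% = DMSO wells and 100% = unlabeled Bim-BH3 peptide control; higher means more loss of mP so more displacement of Bim peptide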
# Target sequence (Q07820 whole entry, looked up): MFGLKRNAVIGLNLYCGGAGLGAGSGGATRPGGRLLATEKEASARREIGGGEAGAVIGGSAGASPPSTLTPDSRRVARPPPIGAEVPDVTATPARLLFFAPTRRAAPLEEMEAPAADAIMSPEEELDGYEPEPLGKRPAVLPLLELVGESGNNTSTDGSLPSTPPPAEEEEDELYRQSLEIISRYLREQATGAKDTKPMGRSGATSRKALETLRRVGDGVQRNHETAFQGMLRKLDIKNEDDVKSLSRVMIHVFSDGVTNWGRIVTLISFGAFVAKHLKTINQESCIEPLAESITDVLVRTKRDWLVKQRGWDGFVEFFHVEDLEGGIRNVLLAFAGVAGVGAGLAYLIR
# Efflux pump mplx: antifungal efflux pump inhibition, Nile Red retention; S. cerevisiae Candida pump triplex; inhibition, % at 10 µM; 330,000 compounds, 0.44% hits; AID 485275;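 active means plate passing quality check with inhibition over a set limit, or well fluorescence over plate mean plus 4 SD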;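 further: Nile Red retained in pooled yeast measured as flow cytometry median fluorescence; 0% = buffer negative control and 100% = Enniatin B positive control; higher means more Nile Red kept so more efflux inhibition; some compounds called inactive have numbers as strong as hits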
# Yeast superoxide: caloric restriction mimetics inhibiting age-related superoxide in yeast; S. cerevisiae aged cells, superoxide DHE fluorescence; stronger effect = lower value; superoxide response (% of plate mean), % at 10 µM; 330,000 compounds, 0.18% hits; AID 2690;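 active means superoxide response under a set limit, about three screen SD below normal, cut at about 65% in these data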;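 further: yeast aged for seven days with compound at 30 °C before DHE staining; 100% = average MFI of all compound-treated wells on the plate with controls excluded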
# Fam108B counter: counter-screen for RBBP9 inhibitors: inhibitors of mouse Fam108B | recombinant Fam108B, FP-Rh probe fluorescence polarization | inhibition, % at 9.51 µM | 300,000 compounds, 0.33% hits;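 active means inhibition above the screen mean inhibition plus 3 SD, computed separately per campaign, cut at about 18% in these data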;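 further: inhibitors lower polarization as less probe binds the enzyme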
# ZTA DNA inh: counter-screen for EBNA-1 inhibitors: inhibitors of Epstein-Barr virus ZTA. ZTA-DNA binding, fluorescence polarization. inhibition, % at 11 µM. 320,000 compounds, 0.15% hits. AID 2234; in the data active means inhibition above about 33%
# MEX-5 binding: C. elegans MEX-5 TCR-2 RNA binding activity. 300,000 compounds, 0.38% hits. MEX-5/FITC-TCR2 RNA binding, fluorescence polarization; stronger effect = lower value. activity score (negative = inhibition of binding), % at 10 µM. Q9XUB2;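 active means inhibition past about -25% in most replicates, and total fluorescence under double the plate's negative control median, limit read from the data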;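 further: 0% = DMSO and -100% = 5 µM competing unlabeled TCR2 RNA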
# An asterisk follows results filed as active.
SMILES,GLD-1 RNA inh,EBNA-1 inhibitor,Bcl-xL primary,MCL1-BIM inh,Efflux pump mplx,Yeast superoxide,Fam108B counter,ZTA DNA inh,MEX-5 binding
C=C(C)COc1ccc(-c2ncncc2-c2ccc(OC)cc2)c(O)c1,-7,10,2,1,-0.1,99,-2,-5,0.0
OC(c1ccccc1)c1nc2ccccc2s1 (stereo not given),4,-2,4,-2,0.1,101,0,4,1.3
COc1ccc(S(=O)(=O)N(C)CC(=O)Nc2cccc(C(C)=O)c2)cc1,-1,9,5,7,-0.1,115,-2,1,-2.1
O=C(O)CCNS(=O)(=O)c1ccc2ccccc2c1,10,-11,-2,-4,0.9,96,-4,1,0.8
Cc1ccc(S(=O)(=O)N2CCCCC2)cc1,0,7,7,-3,0.0,95,0,18,0.3
O=C(NCCc1ccc(Cl)cc1)c1ccc(NC2=NC3CS(=O)(=O)CC3S2)cc1 (stereo not given),5,-6,8,11,0.1,110,-3,6,-0.5
NS(=O)(=O)c1ccc(NC(=O)COC(=O)CCc2c[nH]c3ccccc23)cc1,3,-8,-2,-3,0.0,116,-1,5,-1.3
NC(=S)N/N=C/c1ncc(C(F)(F)F)cc1Cl,101*,4,146*,153*,0.2,103,4,5,-1.9
Cc1cc(/C=C2\C(=N)N3N=C(C(C)C)SC3=NC2=O)c(C)n1Cc1ccccc1,3,0,-3,-8,-0.1,99,-1,-6,0.5
O=C(CNC(=O)c1cccs1)OCc1c(F)cccc1Cl,7,-6,-4,-3,0.0,97,2,-24,1.9
O=C(CSc1nncs1)NC1CCCc2ccccc21 (stereo not given),-5,3,1,-7,0.0,99,2,-7,-0.5
Cc1cc2cc(C)c(NCCNC(=O)c3cccs3)nc2cc1C,2,-3,9,9,-0.1,112,5,-29,-0.8
COc1ccc(-c2oc3ccc(N4CCOCC4)cc3c2/C=C/c2ccc(OC)c(OC)c2)cc1,-4,-2,3,4,0.1,102,0,-1,0.2
CCOC(=O)C1(Cc2ccc(Cl)cc2)CCN(Cc2ccon2)CC1,4,-1,6,11,-0.1,89,5,-8,0.8
CCC1(C)CC(=O)N(c2ccc(C(=O)O)c(O)c2)C1=O (stereo not given),-2,8,2,-4,0.0,113,5,14,-0.3
Cc1cc(-c2c(C(=O)N3CCOCC3)c(C)nn2-c2cccc(C(F)(F)F)c2)no1,-2,-3,0,4,0.0,95,1,-7,-0.5
COc1cc(NC(=O)CN2CCN(c3ccccc3)CC2)c(C)cc1[N+](=O)[O-],2,-1,-3,0,0.0,107,-11,-25,0.9
COc1ccc(NC(=O)C2CC(=O)N=C(N)S2)cc1 (stereo not given),-2,4,4,7,-0.1,100,7,8,1.1
COc1ccc(-n2c(=S)[nH]c3cc(C(=O)Nc4cc(OC)c(OC)c(OC)c4)ccc3c2=O)c(OC)c1,-1,10,10,3,0.1,103,11,4,1.2
COc1ccc(/C=N/NC(=O)c2cccc(Br)c2)cc1COc1ccccn1,8,-16,3,5,0.1,123,-3,2,2.6

# Three of the compounds above, with tabs:
Molecule	GLD-1 RNA inh	EBNA-1 inhibitor	Bcl-xL primary	MCL1-BIM inh	Efflux pump mplx	Yeast superoxide	Fam108B counter	ZTA DNA inh	MEX-5 binding
COc1ccc(/C=N/NC(=O)c2cccc(Br)c2)cc1COc1ccccn1	8	-16	3	5	0.1	123	-3	2	2.6
O=C(CSc1nncs1)NC1CCCc2ccccc21 (stereo not given)	-5	3	1	-7	0.0	99	2	-7	-0.5
NS(=O)(=O)c1ccc(NC(=O)COC(=O)CCc2c[nH]c3ccccc23)cc1	3	-8	-2	-3	0.0	116	-1	5	-1.3

# One compound at a time (already shown). Screens in order: GLD-1 RNA inh, EBNA-1 inhibitor, Bcl-xL primary, MCL1-BIM inh, Efflux pump mplx, Yeast superoxide, Fam108B counter, ZTA DNA inh, MEX-5 binding
# `COc1ccc(/C=N/NC(=O)c2cccc(Br)c2)cc1COc1ccccn1` across the screens: 8, -16, 3, 5, 0.1, 123, -3, 2, 2.6
# `Cc1cc(-c2c(C(=O)N3CCOCC3)c(C)nn2-c2cccc(C(F)(F)F)c2)no1` across the screens: -2, -3, 0, 4, 0.0, 95, 1, -7, -0.5
# `OC(c1ccccc1)c1nc2ccccc2s1` (stereo not given) across the screens: 4, -2, 4, -2, 0.1, 101, 0, 4, 1.3

# Shown with tabs: entries from further up.
canonical_smiles	GLD-1 RNA inh	EBNA-1 inhibitor	Bcl-xL primary	MCL1-BIM inh	Efflux pump mplx	Yeast superoxide	Fam108B counter	ZTA DNA inh	MEX-5 binding
CCC1(C)CC(=O)N(c2ccc(C(=O)O)c(O)c2)C1=O (stereo not given)	-2	8	2	-4	0.0	113	5	14	-0.3
C=C(C)COc1ccc(-c2ncncc2-c2ccc(OC)cc2)c(O)c1	-7	10	2	1	-0.1	99	-2	-5	0.0
Cc1cc(/C=C2\C(=N)N3N=C(C(C)C)SC3=NC2=O)c(C)n1Cc1ccccc1	3	0	-3	-8	-0.1	99	-1	-6	0.5
O=C(O)CCNS(=O)(=O)c1ccc2ccccc2c1	10	-11	-2	-4	0.9	96	-4	1	0.8

# Going on with the list:
SMILES,GLD-1 RNA inh,EBNA-1 inhibitor,Bcl-xL primary,MCL1-BIM inh,Efflux pump mplx,Yeast superoxide,Fam108B counter,ZTA DNA inh,MEX-5 binding
CCc1ccc(OCC(=O)O/N=C(\N)c2ccncc2)cc1,-6,-7,0,5,0.2,104,2,6,-3.2
Cc1ccc(C(=O)Nc2nc(-c3ccc(F)cc3)cs2)o1,-8,-10,-14,-19,0.4,109,-10,-7,-2.2
COc1ccc(CC(=O)Nc2nnc(SCc3ccccc3)s2)cc1S(=O)(=O)N1CCOCC1,-4,4,1,-1,0.0,100,2,11,-1.2
CCCCN=C1NN=C(c2ccc3c(c2)OCCO3)CS1,4,4,2,8,-0.4,99,3,28,-2.3
COc1ccc(-n2ncc3c(=O)n(CC(=O)OCc4ccccc4)cnc32)cc1,1,3,0,4,0.1,94,-1,10,-2.0
Cc1cc(C)n2nc(SCC(=O)Nc3c(C)nn(-c4ccccc4)c3C)nc2n1,5,2,14,4,0.0,109,2,4,-0.7
COc1cc([N+](=O)[O-])cc(/C=N/NC(=O)C(C)Nc2cccc3ccccc23)c1O (stereo not given),-4,4,8,11,0.3,66,8,1,-1.4
Cc1ccc2nc(NC(=O)C3CCCN(S(=O)(=O)c4cccnc4)C3)sc2c1 (stereo not given),1,-5,1,3,-0.2,93,-3,17,0.9
c1ccc2c(c1)[nH]c1nc3nncn3nc12,6,4,8,4,-0.1,100,2,-9,-4.3
O=C(NCCO)C(=O)NCC1CCCN1S(=O)(=O)c1cccs1 (stereo not given),5,7,8,2,-0.1,104,-2,16,-0.6
NC(=NCCc1ccccc1)c1cccc([N+](=O)[O-])c1,2,-1,0,-4,0.0,86,0,13,-1.8
COc1ccc(N(C(=O)c2ccccc2)S(=O)(=O)c2cccs2)cc1,1,5,-2,-6,0.0,99,2,6,0.7
Cc1cc(C(=O)CSc2nnc(Nc3ccccc3)s2)c(C)n1CC1CCCO1 (stereo not given),-7,8,3,-2,-0.1,100,4,13,-0.5
Cc1cccc(C(=O)Nc2c(C(=O)N3CCN(C)CC3)cnn2-c2ccccc2)c1,4,-5,2,5,-0.1,114,-1,-20,0.2
CCc1cc(C(=O)N2CCCC(CO)(Cc3ccc(F)cc3)C2)n(C)n1 (stereo not given),-3,-10,2,1,0.0,95,3,2,2.6
Cc1ccc(CSCC(=O)N2CCOCC2)cc1,-2,14,6,6,-0.1,75,-1,1,1.0
CC(C)OC(=O)CSc1nc(-c2ccc(F)cc2)cc(C(F)(F)F)n1,9,-3,6,6,0.0,97,0,-2,-4.0
COc1cc(OC)c(NC(=O)c2ccccc2F)cc1Cl,3,7,2,3,0.2,106,-4,4,0.8
Cc1cccc(-n2ncc3c(N4CCOCC4)ncnc32)c1,2,15,3,0,0.1,97,-3,16,-0.3
Oc1ccccc1C1=NCCNC(C(F)(F)F)=C1,-1,-2,5,2,-0.1,107,-1,2,-2.5
O=C(NC1CCC(O)CC1)c1ccc(-c2ccc(Cl)cc2)o1 (stereo not given),0,3,-9,-18,-0.1,98,-2,4,-0.1
NC(=O)CSc1nnc2sc3ccccc3n12,-5,1,-11,-4,-0.1,91,15,-9,-0.3
N#C/C(=C(\O)C(F)(F)F)c1nnc2n1CCCCC2,51*,-19,-4,-7,0.4,133,-1,5,1.5
COc1cc(NS(=O)(=O)c2ccc(NC(=O)/C=C/c3cccc([N+](=O)[O-])c3)cc2)ncn1,-1,-6,7,-2,-0.2,97,-11,-17,-0.4
COCCn1c(=S)[nH]c2cc(C(=O)N3CCN(c4ccc(F)cc4)CC3)ccc2c1=O,5,-5,4,7,0.3,102,2,-1,-2.0
C/C(=N\NC(=S)NC(C)C)c1ccc(Cl)s1,2,-13,9,6,-0.1,113,2,-9,-1.3
COc1cccc(OCC(=O)Nc2ccc(OC)c(OC)c2)c1,-3,-2,4,-2,0.0,87,0,-8,-2.5
CN(Cc1ccccc1)C(=O)CSc1cc(=O)n(C)c2ccccc12,1,6,6,8,0.0,106,1,-1,-1.0
CC(=O)Nc1c2c(nn1-c1ccccc1C)CS(=O)(=O)C2,11,6,3,7,-0.1,89,2,5,1.5
O=C(/C=C/c1ccccc1)OCCCN=C1NS(=O)(=O)c2ccccc21,-3,-13,1,-3,0.0,101,-5,1,-0.1

# High-throughput results (PubChem)
